Cneo AK release – Cryptococcus neoformans cell lysis inducers, primary screen, AK release luminescence, single concentration; C. neoformans lysis, adenylate kinase release luminescence, 4 h; normalised: neutral wells 0, clomiphene wells 100; lysis activity, % at 15 µM; 360,000 compounds, 0.2% hits; AID 651654, 2012;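 active means mean lysis activity across replicates of at least 80%, whatever share of replicates individually reach that level; inactive means mean lysis activity below 80%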
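Material: C. neoformans cells | Amount: Yeast cell density of 5 × 10^6 cells/mL | Medium: Fresh YPD growth medium | Dosing: Single dose | Times: Static 4 h at 37 °C with compound, 1 h detection | Detection: AK luminescence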
PGC1a acetyl inh – inhibitors of PGC1a acetylation signal, primary screen, cell-based, U2OS, AlphaScreen, inhibitor mode. AlphaScreen anti-acetyl-lysine; with virally co-expressed GCN5 acetyltransferase. inhibition, % at 15.6 µM. 350,000 compounds, 0.17% hits;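 active means every replicate shows inhibition of at least 40%; inconclusive means mean inhibition at least 40% but some replicate below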;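 further: 0% = neutral control wells and 100% = positive control wells; some results beyond the cut were filed as inactive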
PAX8 reporter – inhibitors of PAX8-driven TPO luciferase reporter, primary screen, RMG-I cells, single concentration; AID 652154, 2013; 360,000 compounds, 1.2% hits; SteadyGlo, 24 h; inhibition, % at 12.6 µM;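 active means mean replicate inhibition at least 60% with every replicate also reaching 60%; inconclusive means only one of the two criteria is met; inactive means mean below 60% and not all replicates reaching 60%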;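 further: luciferase light reporting Pax8 driven TPO promoter activity; plate controls were median of neutral control wells for no effect and mitoxantrone controls for full effect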
ARNT TACC3 PPI – disruptors of ARNT/TACC3 protein interaction, primary screen, biochemical, AlphaScreen, single concentration | Transforming acidic coiled-coil-containing protein 3 (Homo sapiens), Q9Y6A5 | AID 623870, 2012 | 390,000 compounds, 0.66% hits | inhibition, % at 9.99 µM | AlphaScreen His-ARNT PAS-B/GST-TACC3 binding, luminescence; TACC3 fragment carries E629A point mutation;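 active means mean inhibition of replicates at least 50% and at least half of replicates each reaching 50%; inconclusive means half or more replicates reach 50% but mean below 50%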;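 further: 0% = complete ARNT plus TACC3 wells and 100% = ARNT alone without TACC3; many hits fall short of the cut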
LGR2 inh – inhibitors of bursicon-induced LGR2 CRE-luciferase signal, primary screen, cell-based, HEK293, CRE-luciferase reporter, bursicon stimulation; Drosophila bursicon receptor LGR2 (rickets); bursicon-stimulated, 4 h; inhibition, % at 9.99 µM; 380,000 compounds, 0.35% hits; AID 720647, 2013;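 active means drop in luminescence signal, shown as inhibition above about 50% in the replicate tests, limit read from the data, passing the limit was not always enough; inconclusive means probably only some replicates passing the limit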;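 further: agonist challenge used bursicon conditioned medium at about half maximal strength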
C2C12 statin – suppressors of statin myotoxicity in C2C12 myotubes, primary screen, cell-based, single point, plate reader. C2C12 myotubes + simvastatin, ATP luminescence, 48 h; scaled: DMSO 0, geranylgeraniol control 100. 330,000 compounds, 0.78% hits. rescue of ATP level, % at 7.49 µM;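 active means mean ATP rescue above about 67%, or every replicate alone reaching that limit, limit read from the data, passing the limit was not always enough; inconclusive means no clear call, values can overlap the other calls; inactive means mean under the limit and some replicate under it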;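 further: myotubes were challenged with 10 µM simvastatin during compound exposure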
INS-1E GSIS act – GLuc luminescence reporter in INS-1E cells, primary screen for activators of glucose-dependent secretion of insulin; INS-1E GLuc reporter insulin secretion, 2-3 h; 370,000 compounds, 0.61% hits; activation, % at 16.6 µM;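 active means lowest replicate activation of at least 40%, so every replicate reaches that level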;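 further: 0% = median of neutral control wells and 100% = median of IBMX positive control wells; some compounds called inactive have numbers as strong as hits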
PglD inh – C. jejuni PglD acetyltransferase inhibitors, primary screen, biochemical, DTNB colorimetric, single point; UDP-N-acetylbacillosamine N-acetyltransferase PglD (Campylobacter jejuni); purified PglD enzyme, DTNB colorimetric CoA detection; inhibition, % at 12.5 µM; 360,000 compounds, 0.098% hits; in the data active means inhibition above about 16%, passing the limit was not always enough; inconclusive means no clear call, values can overlap the other calls; further: strong numbers were not always called active
An asterisk follows results filed as active.

Results for Cc1ccc(C)c(N(CC(N)=O)S(C)(=O)=O)c1 ?
Cneo AK release: 2; PGC1a acetyl inh: 7; C2C12 statin: -4; PglD inh: -5

How did COc1ccc(NC(=O)N2CCCC(c3ccccc3)C2)cc1 (configuration not stated) do in these assays?
Cneo AK release: 8; PGC1a acetyl inh: -3; PAX8 reporter: -11; ARNT TACC3 PPI: 12; LGR2 inh: -31; C2C12 statin: -6; INS-1E GSIS act: -20; PglD inh: -3

What do the screens show for `CCN(CCNc1ccc(Cl)cc1[N+](=O)[O-])C(=O)c1cc([N+](=O)[O-])c(N(C)C)cc1OC`?
PGC1a acetyl inh: inconclusive; ARNT TACC3 PPI: 5; LGR2 inh: 16; INS-1E GSIS act: 6

How did CCc1noc(C)c1C(=O)NNC(=O)c1ccc(F)cc1 do in these assays?
Cneo AK release: -13; PAX8 reporter: -15; ARNT TACC3 PPI: 3; LGR2 inh: 4; C2C12 statin: 0; INS-1E GSIS act: 4; PglD inh: 1

What do the screens show for `COc1ccccc1N(CCC#N)C(=O)CSc1ccc2c(c1)OCCO2`?
PGC1a acetyl inh: -8; PAX8 reporter: 10; ARNT TACC3 PPI: 4; LGR2 inh: 1; C2C12 statin: -16; INS-1E GSIS act: -14; PglD inh: -6

Results for CC(=O)Nc1ccc(-n2c(C)c(C(C)=O)c(C(C)=O)c2C)cc1 ?
Cneo AK release: 4; PGC1a acetyl inh: 9; ARNT TACC3 PPI: -3; LGR2 inh: 9; C2C12 statin: -16; INS-1E GSIS act: 5; PglD inh: -4

How did C[C@@H]1CN([C@@H](C)CO)C(=O)c2cc(C#CC(C)(C)O)cnc2O[C@@H]1CN(C)C(=O)C1CCOCC1 do in these assays?
Cneo AK release: 1; PGC1a acetyl inh: 6; ARNT TACC3 PPI: 0; LGR2 inh: 20; C2C12 statin: 17; INS-1E GSIS act: -1; PglD inh: -4

What do the screens show for `O=C(Nc1ccc(S(=O)(=O)Nc2ccccn2)cc1)c1ccccc1`?
Cneo AK release: -3; PAX8 reporter: -6; ARNT TACC3 PPI: -22; LGR2 inh: -3; C2C12 statin: 3; INS-1E GSIS act: -4; PglD inh: -1

What do the screens show for `COc1ccc(NC(=O)CC2C(=O)N(c3ccc(Cl)cc3)C(=S)N2NC(=O)c2cccc(F)c2)cc1` (configuration not stated)?
Cneo AK release: 1; PGC1a acetyl inh: -8; PAX8 reporter: -7; ARNT TACC3 PPI: 4; LGR2 inh: -5; C2C12 statin: 30; INS-1E GSIS act: -42; PglD inh: 10

What do the screens show for `CC(=O)N(C)c1ccc(N=NC2C(=O)N(C(N)=S)N=C2C)cc1` (configuration not stated)?
Cneo AK release: -5; PGC1a acetyl inh: 5; PAX8 reporter: -91; ARNT TACC3 PPI: 17; LGR2 inh: 29; C2C12 statin: 13; INS-1E GSIS act: 6; PglD inh: -7

How did Cc1ccccc1C(=O)NC(=S)Nc1sc2c(c1C#N)CCC(C)C2 (configuration not stated) do in these assays?
Cneo AK release: 1; PGC1a acetyl inh: -6; PAX8 reporter: -20; ARNT TACC3 PPI: 2; C2C12 statin: -10; PglD inh: -2

How did COc1cccc(-n2cnc3c(sc4nc(N5CCOCC5)c5c(c43)CCCC5)c2=O)c1 do in these assays?
PAX8 reporter: 6; ARNT TACC3 PPI: 4; LGR2 inh: -19; INS-1E GSIS act: 35

How did c1ccc(Oc2cc(-n3cccn3)ncn2)cc1 do in these assays?
Cneo AK release: 1; ARNT TACC3 PPI: 4; C2C12 statin: 1; PglD inh: -2

Results for CC(/C=N/NC(=O)c1cccs1)=C\c1ccco1 ?
Cneo AK release: 0; PGC1a acetyl inh: 11; PAX8 reporter: -144; ARNT TACC3 PPI: -1; LGR2 inh: -19; C2C12 statin: 0; INS-1E GSIS act: 3; PglD inh: -4

Results for C[C@@H]1CN([C@@H](C)CO)C(=O)c2cc(NS(=O)(=O)c3ccccc3)ccc2O[C@H]1CN(C)Cc1ccc(C(F)(F)F)cc1 ?
Cneo AK release: -1; PGC1a acetyl inh: -15; PAX8 reporter: 4; ARNT TACC3 PPI: 2; LGR2 inh: 12; C2C12 statin: -14; INS-1E GSIS act: 5; PglD inh: 2

Results for COc1cc(O)c(C(CC(=O)N2CCCC(C)C2)c2cc(OC)c(OC)c(OC)c2)c(OC)c1 (configuration not stated) ?
Cneo AK release: 0; PAX8 reporter: 2; ARNT TACC3 PPI: 33; LGR2 inh: 4; C2C12 statin: 5; INS-1E GSIS act: -6; PglD inh: -6

Results for CCNC(=S)NNC(=O)c1ccc2ncccc2c1 ?
Cneo AK release: 1; PGC1a acetyl inh: -2; PAX8 reporter: -7; ARNT TACC3 PPI: 11; LGR2 inh: -17; C2C12 statin: 19; INS-1E GSIS act: 0; PglD inh: -5

How did COc1cc(S(=O)(=O)N(Cc2ccc(C)cc2)Cc2ccco2)ccc1-n1cnnn1 do in these assays?
Cneo AK release: 0; PGC1a acetyl inh: -20; ARNT TACC3 PPI: -3; LGR2 inh: 13; C2C12 statin: 14; INS-1E GSIS act: -28; PglD inh: -4

How did N#Cc1ccc(NC(=S)/N=C(\N)c2ccccc2)cc1 do in these assays?
Cneo AK release: -18; PGC1a acetyl inh: -4; PAX8 reporter: -141; LGR2 inh: -74; C2C12 statin: -6; INS-1E GSIS act: -33; PglD inh: 3

Results for N#C[C@H]1[C@@H](c2ccccc2-c2ccccc2F)[C@@H](CO)N1C(=O)C1CC1 ?
PGC1a acetyl inh: 2; PAX8 reporter: 4; LGR2 inh: -1; INS-1E GSIS act: 3

Molecules above that have a thiophene ring, fused or not:
How did Cc1ccccc1C(=O)NC(=S)Nc1sc2c(c1C#N)CCC(C)C2 (configuration not stated) do in these assays?
Cneo AK release: 1; PGC1a acetyl inh: -6; PAX8 reporter: -20; ARNT TACC3 PPI: 2; C2C12 statin: -10; PglD inh: -2

How did COc1cccc(-n2cnc3c(sc4nc(N5CCOCC5)c5c(c43)CCCC5)c2=O)c1 do in these assays?
PAX8 reporter: 6; ARNT TACC3 PPI: 4; LGR2 inh: -19; INS-1E GSIS act: 35

Results for CC(/C=N/NC(=O)c1cccs1)=C\c1ccco1 ?
Cneo AK release: 0; PGC1a acetyl inh: 11; PAX8 reporter: -144; ARNT TACC3 PPI: -1; LGR2 inh: -19; C2C12 statin: 0; INS-1E GSIS act: 3; PglD inh: -4

The list goes on:
What do the screens show for `O=C(Nc1ccnn1C1CCN(C2CCCCC2)CC1)c1cccc(F)c1`?
Cneo AK release: 7; PGC1a acetyl inh: -2; PAX8 reporter: -1; ARNT TACC3 PPI: -21; LGR2 inh: 11; C2C12 statin: -3; INS-1E GSIS act: 5; PglD inh: 3

How did O=C(NCc1ccco1)c1ccc(Oc2ccccc2)cc1 do in these assays?
Cneo AK release: -3; PGC1a acetyl inh: 16; PAX8 reporter: -42; ARNT TACC3 PPI: -5; C2C12 statin: -4; PglD inh: 1

How did COc1ccccc1C#Cc1ccc([C@H]2[C@H]3CN(C(=O)C4CCCC4)CCCCN3[C@H]2CO)cc1 do in these assays?
Cneo AK release: 1; PGC1a acetyl inh: 5; PAX8 reporter: 17; ARNT TACC3 PPI: 3; PglD inh: 4

How did O=C(CN1C(=O)CC(c2ccccc2)S(=O)(=O)c2ccccc21)N1CCCC1 (configuration not stated) do in these assays?
Cneo AK release: 1; PAX8 reporter: -4; ARNT TACC3 PPI: -8; LGR2 inh: 10; INS-1E GSIS act: 1; PglD inh: 1

Results for C[C@@H]1CN([C@@H](C)CO)C(=O)c2cc(NC(=O)c3ccncc3)ccc2O[C@@H](C)CCCCO[C@H]1CN(C)S(=O)(=O)c1ccccc1 ?
Cneo AK release: 2; PGC1a acetyl inh: 39; PAX8 reporter: -3; ARNT TACC3 PPI: -5; LGR2 inh: -5; INS-1E GSIS act: -14; PglD inh: 1

How did CC1Cn2c(nnc2C23CC4CC(CC(C4)C2)C3)S1 (configuration not stated) do in these assays?
Cneo AK release: -3; PGC1a acetyl inh: -2; ARNT TACC3 PPI: 2; LGR2 inh: 14; C2C12 statin: 26; INS-1E GSIS act: 3; PglD inh: 2

What do the screens show for `COc1ccccc1NC(=O)N1C[C@H]2[C@@H](c3ccccc31)[C@H](CO)N2Cc1ccccc1F`?
Cneo AK release: 0; PGC1a acetyl inh: -12; PAX8 reporter: 20; ARNT TACC3 PPI: 8; LGR2 inh: 17; C2C12 statin: 23; INS-1E GSIS act: 0; PglD inh: 1

What do the screens show for `COc1cc(/C=N/NC(=O)CNC(=O)c2ccco2)ccc1O`?
Cneo AK release: 2; PGC1a acetyl inh: 4; PAX8 reporter: 16; ARNT TACC3 PPI: -6; LGR2 inh: -1; C2C12 statin: -5; INS-1E GSIS act: 6; PglD inh: 1

Results for CC(C)NC(=O)Nc1ccc2c(c1)CC(=O)N([C@H](C)CO)C[C@@H](C)[C@@H](CN(C)C(=O)Nc1ccc(F)cc1)O2 ?
Cneo AK release: -2; PGC1a acetyl inh: -5; PAX8 reporter: -25; ARNT TACC3 PPI: -1; LGR2 inh: 11; C2C12 statin: 4; INS-1E GSIS act: 13; PglD inh: -1

Results for O=C(C[C@H]1C=C[C@@H](NC(=O)C2CC2)[C@H](CO)O1)NCCCN1CCOCC1 ?
Cneo AK release: -5; PGC1a acetyl inh: 25; PAX8 reporter: -11; ARNT TACC3 PPI: 0; LGR2 inh: 0; C2C12 statin: -2; INS-1E GSIS act: 2; PglD inh: 2

Results for Cc1ccc(NC(=O)C(C)N2C(=O)c3ccccc3C2=O)c(C)c1 (configuration not stated) ?
Cneo AK release: -1; PGC1a acetyl inh: -10; PAX8 reporter: 34; ARNT TACC3 PPI: -4; LGR2 inh: -1; C2C12 statin: -10; INS-1E GSIS act: 6; PglD inh: -6

How did COc1ccc(-n2c(N)c(C(=O)NCc3ccco3)c3nc4ccccc4nc32)cc1OC do in these assays?
PGC1a acetyl inh: 10; PAX8 reporter: 2; ARNT TACC3 PPI: 11; LGR2 inh: 16; C2C12 statin: -9; INS-1E GSIS act: -6

What do the screens show for `CCOC(=O)c1nn(-c2ccc(F)cc2)cc1O`?
PGC1a acetyl inh: -19; PAX8 reporter: -132; ARNT TACC3 PPI: -10; LGR2 inh: -31

How did O=C(CSc1cccc2cccnc12)N/N=C/c1cccnc1 do in these assays?
PGC1a acetyl inh: 3; PAX8 reporter: 33; LGR2 inh: inconclusive; INS-1E GSIS act: 7

What do the screens show for `c1ccc(-c2cn3nc(-c4ccccc4)c(-c4ccccc4)nc3n2)cc1`?
Cneo AK release: 1; PGC1a acetyl inh: -1; PAX8 reporter: -3; ARNT TACC3 PPI: 9; C2C12 statin: -7; PglD inh: 0

What do the screens show for `COCCn1c(SCc2ccc(OC)c(F)c2)nc2ccccc2c1=O`?
PGC1a acetyl inh: -2; PAX8 reporter: -7; ARNT TACC3 PPI: -14; LGR2 inh: 12; INS-1E GSIS act: 16

From PubChem BioAssay
